# PV pol inh = inhibitors of poliovirus RNA polymerase binding and polymerization; P03300; poliovirus polymerase elongation, fluorescence polarization; hits give low values; % elongation, % (compound at 16.7 µg/mL); 150,000 tested, 0.66% active; AID 588519; in the data active means % elongation below about 90%; further: some results filed as inactive read as strong as hits
# Target sequence (P03300 1749-2209 limits assumed): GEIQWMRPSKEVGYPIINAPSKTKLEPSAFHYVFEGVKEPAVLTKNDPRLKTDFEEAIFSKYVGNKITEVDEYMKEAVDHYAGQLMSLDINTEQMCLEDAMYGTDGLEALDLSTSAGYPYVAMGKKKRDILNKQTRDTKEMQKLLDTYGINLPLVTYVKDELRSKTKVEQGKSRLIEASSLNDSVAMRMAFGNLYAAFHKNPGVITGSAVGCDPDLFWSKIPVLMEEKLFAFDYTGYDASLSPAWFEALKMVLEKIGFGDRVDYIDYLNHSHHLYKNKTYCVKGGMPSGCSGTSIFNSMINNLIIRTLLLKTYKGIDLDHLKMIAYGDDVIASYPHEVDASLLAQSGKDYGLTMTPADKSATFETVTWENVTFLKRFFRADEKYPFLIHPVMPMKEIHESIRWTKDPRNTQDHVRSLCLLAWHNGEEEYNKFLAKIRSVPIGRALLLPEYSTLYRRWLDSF
# PV pol inh FP z-score = recorded beside PV pol inh, whose call it bears; z-score; measured here: FP z-score; hits read low
# The depositor's hits bear a star.
SMILES,PV pol inh,PV pol inh FP z-score
CC(C(=O)N1CCCc2ccccc21)N1C(=O)c2ccccc2C1=O (centres undefined),104,0.5
CNS(=O)(=O)c1cccc(C(=O)NCCc2ccc(S(N)(=O)=O)cc2)c1,98,-0.7
Cc1ccc2c(c1)C1OCCC1C(c1ccncc1)N2 (centres undefined),99,-0.8
CC(=O)Nc1ccc(C(=O)OCC(=O)Nc2cccc(C(F)(F)F)c2)cc1,105,2.1
Cc1ccc(C)c(N2CCN(C(=O)CN3C(=O)COc4ccc(S(=O)(=O)N5CCCCCC5)cc43)CC2)c1,98,-2
COc1cccc(C2=CC(c3ccccc3F)n3ncc(C(=O)Nc4ccc(F)cc4)c3N2)c1 (centres undefined),81,-5.2
Cc1noc(C)c1COC(=O)c1ccccc1SCC(=O)N1CCCC1,109,1
CCc1ccc(C(N)c2cccs2)cc1 (centres undefined),103,0.1
N#CC(C#N)=CNCCN1CCN(C=C(C#N)C#N)CC1,98,-0.8
CC(C)(C)C(=O)Nc1nc(NC(=O)C(C)(C)C)nc(-c2ccccc2C(F)(F)F)n1,102,0
COCCCNC(=O)CSC1=Nc2ccccc2C2=NC(CCC(=O)NCc3ccc(OC)cc3)C(=O)N12 (centres undefined),110,0.6
COc1ccc(CC(=O)NCCc2sc(-c3cccc(F)c3)nc2C)cc1,107,0
Cc1cccc(NC(=O)CCNS(=O)(=O)c2cccc3nonc23)c1,110,1.6
O=C(CCn1c(SCC(=O)NC2CCCC2)nc2ccccc2c1=O)NC1CCCCC1,100,-0.2
COCCNC(=O)c1cc(-c2ccccc2F)no1,102,-0.1
O=C(OCC(=O)N1CCOCC1)c1ccc(-c2ccccc2)cc1,100,-0.4
Cc1nonc1OCC(C)(N)COc1nonc1C,99,-1
CCOC(=O)Cn1c(=O)oc2cc(S(=O)(=O)NCc3cccc(OC)c3)ccc21,102,0.2
O=c1c2cnn(-c3ccc(Cl)cc3)c2ncn1Cc1cccc(C(F)(F)F)c1,109,0.5
O=C(CC1CCCCC1)Nc1ccc2c(c1)OCCO2,97,-0.7
COC(=O)c1cc(O)cc(C(=O)OC)c1,99,-0.1
O=C(CCSCc1cnn(-c2ccccc2)c1-n1cccc1)NCc1ccc2c(c1)OCO2,105,0.8
Cc1cc(C(c2nnnn2Cc2ccccc2)N2CCOCC2)c(C)n1-c1ccc2c(c1)OCO2 (centres undefined),101,0.1
COc1ccc(OC(C)C(=O)NCc2nc(-c3cccc(C)c3)no2)cc1 (centres undefined),112,0.9
O=C(O)c1ccccc1N=Cc1ccccc1Cl,105,0.2
CN1CCN(NC(=O)COc2ccc(Br)cc2Cl)CC1,100,-0.3
Cc1ccc2c(c1)C(=O)OC(C(=O)Nc1ncc(Cc3ccc(Cl)cc3)s1)C2 (centres undefined),109,0.5
O=C(Cn1nc(Cc2ccncc2)c2ccccc2c1=O)NCc1ccccc1,102,0.4
CN1CCN(S(=O)(=O)c2ccc3oc(=O)c4ncn(C)c4c3c2)CC1,102,-0.3
COc1ccc(C(=O)N(Cc2sccc2C)C2CCS(=O)(=O)C2)cc1Cl (centres undefined),119,0.3
CCCCn1cnc2sc3c(c2c1=N)CCCCC3,103,0.4
O=C(CNC(=O)c1ccc2c(c1)OCO2)NC1CC1,101,-0.3
CCOc1ccc(CNC(=O)c2ccc(CS(=O)c3ccccc3)o2)cc1 (centres undefined),98,-1.8
Cc1ccc(C2=NC3(CCN(C(=O)c4ccccc4)CC3)NC2=O)cc1,103,0.5
N#C/C=C(\Cl)c1ccccc1,100,-0.3
O=C(O)CCc1ccc(-c2ccc(F)cc2)n1CCC(=O)O,100,-0.9
Cn1c(CN2CCCC2)nc2cc(NC(=O)c3ccccc3)ccc21,101,0
O=C(NCc1ccco1)c1ccc2c(=O)n(-c3ccccc3)c(=O)n(CC(=O)N3CCN(c4ccccc4)CC3)c2c1,100,0
O=c1c[n+]([O-])c2ccccc2n1OCc1ccccn1,103,0.8
COc1ccc(NC(=O)c2ccc3c(c2)C(=O)N(Cc2cccnc2)C3=O)cc1,101,0.1

# Compound profiles (already shown). Screens in order: PV pol inh	PV pol inh FP z-score
# `O=C(O)CCc1ccc(-c2ccc(F)cc2)n1CCC(=O)O` across the screens: 100	-0.9
# `COc1ccc(C(=O)N(Cc2sccc2C)C2CCS(=O)(=O)C2)cc1Cl` (centres undefined) across the screens: 119	0.3
# `COc1ccc(OC(C)C(=O)NCc2nc(-c3cccc(C)c3)no2)cc1` (centres undefined) across the screens: 112	0.9
# `Cc1ccc2c(c1)C(=O)OC(C(=O)Nc1ncc(Cc3ccc(Cl)cc3)s1)C2` (centres undefined) across the screens: 109	0.5
# `O=C(Cn1nc(Cc2ccncc2)c2ccccc2c1=O)NCc1ccccc1` across the screens: 102	0.4

# Returning to the listing, starting 2 compounds before the break.
SMILES,PV pol inh,PV pol inh FP z-score
O=c1c[n+]([O-])c2ccccc2n1OCc1ccccn1,103,0.8
COc1ccc(NC(=O)c2ccc3c(c2)C(=O)N(Cc2cccnc2)C3=O)cc1,101,0.1
O=C(NCCc1ccccc1)c1cc2ccccn2n1,102,0.1
O=C(NC(CO)C(=O)O)c1ccncc1 (centres undefined),103,0.7
Cc1[nH]c(=O)[nH]c(=O)c1S(=O)(=O)N1CCN(c2cccc(Cl)c2)CC1,97,-1
CCCNC(=O)Nc1ccc(S(=O)(=O)Nc2ccc(OCC)cc2)cc1,105,0.3
Cc1ccc(S(=O)(=O)C(F)(F)F)cc1,108,1.5
OC(COc1ccc(Br)cc1)Cn1ccnc1 (centres undefined),103,0.4
O=C(NCc1ccc2c(c1)OCO2)c1cccc2ccccc12,105,0.2
Cc1ccc(N2CC(C(=O)NCCS(=O)(=O)N3CCN(c4ccccc4F)CC3)CC2=O)cc1 (centres undefined),112,1.2
Cc1sc2nc(CSCC(=O)c3cc(C)n(CCC(C)C)c3C)[nH]c(=O)c2c1C,109,0.7
CCOC(=O)c1c(C)nn(-c2ncccc2NC(=S)NCc2ccco2)c1C,105,1.1
CN(C)/C=N/c1sc2c(c1C#N)CCC2,100,-0.1
COc1ccc(Cl)c2sc(NC(=O)c3ccc(S(=O)(=O)N4CCCC4)cc3)nc12,109,0.2
CCOC(=O)c1c(-c2ccccc2)oc2ccc(OCC(O)CN3CCOCC3)cc12 (centres undefined),100,-0.1
CC(Sc1nncn1C)c1nnc(-c2cccs2)o1 (centres undefined),103,-0.2
CC(C)NC(=O)c1ccccc1C(=O)NC(C)C,101,-0.2
C=CCn1c(NC(=O)CC)c(C(=O)OCC)sc1=S,93,-0.8
O=C(CSc1oc(-c2ccccc2)nc1S(=O)(=O)c1ccc(Cl)cc1)Nc1ccc(F)cc1,105,-0.1
CCN(CC)c1nc2ccccc2c(N)c1-c1ccccc1,100,-0.4
C=CCNC(=O)c1ccccc1NS(=O)(=O)c1ccc(Br)cc1,103,0.6
CC1=NN(C(C)(C)C#N)C(c2ccccc2)C1 (centres undefined),103,0.4

# Five of the compounds above, with values under each structure.
# Under each structure – PV pol inh, PV pol inh FP z-score
- Cc1sc2nc(CSCC(=O)c3cc(C)n(CCC(C)C)c3C)[nH]c(=O)c2c1C
→ 109, 0.7
- CCOC(=O)c1c(C)nn(-c2ncccc2NC(=S)NCc2ccco2)c1C
→ 105, 1.1
- CN(C)/C=N/c1sc2c(c1C#N)CCC2
→ 100, -0.1
- COc1ccc(Cl)c2sc(NC(=O)c3ccc(S(=O)(=O)N4CCCC4)cc3)nc12
→ 109, 0.2
- CCOC(=O)c1c(-c2ccccc2)oc2ccc(OCC(O)CN3CCOCC3)cc12 (centres undefined)
→ 100, -0.1

# Next compounds follow.
SMILES,PV pol inh,PV pol inh FP z-score
CC1(C)O[C@H]2O[C@H](C(O)COC(=O)c3ccccc3)[C@H](OC(=O)c3ccccc3)[C@H]2O1 (some centres undefined),101,0
O=C1OCc2ccc(NS(=O)(=O)c3ccc(C(F)(F)F)cc3)cc21,106,0.7
O=C(O)CC1(CC(=O)Nc2cccc(C(F)(F)F)c2)CCCC1,104,0.9
NS(=O)(=O)c1cc(C(=O)O)cc(N2CCCC2)c1Oc1ccccc1,100,0.2
N#CC1CCN(Cc2ccccc2)CC1,106,0.2
CC(C)C1OC(N)=NC1=O (centres undefined),105,0.1
COc1ccc(S(=O)(=O)N2CCC(c3nnnn3-c3ccccc3)CC2)cc1OC,102,-1.2
O=C1CCC/C(=N/NC(=O)c2cc(NS(=O)(=O)c3cccs3)cc(NS(=O)(=O)c3cccs3)c2)C1,106,0.5
COc1ccc(Cl)cc1NC(=O)CCn1c(=O)oc2ccccc21,104,0.1
Nc1nc(N)nc(SCC(=O)N(C2=CCCCC2)C2CC2)n1,101,-0.1
CC1CCC(C(C)C)C(=O)/C1=C\c1ccc(NC(=O)CCC(=O)O)cc1 (centres undefined),103,0.3
CNc1sc(C(=O)c2cccs2)c(N)c1-c1nc2ccccc2s1,110,0.8
COc1nc2c(c(=O)n(C)c(=O)n2C)n1C,102,-0.2
C=CCn1c2ccccc2n2cc(-c3ccccc3)nc12,97,-0.9
CC1=CC(C)(C)N(C(C)C)C(=O)N1c1ccc(C)cc1,103,0.2
CN(CC(=O)Nc1ccc(OC(F)(F)F)cc1)C(=O)c1ccc(N2CCCC2=O)cc1,103,-0.1
C=CCOc1ccc(CNCc2ccco2)cc1OC,102,0.1
CC(OC(=O)c1ccccc1NCc1ccco1)C(=O)Nc1ccc2c(c1)OCO2 (centres undefined),104,0.2
O=C(Cn1nnc(-c2cccs2)n1)N1CCCC1c1ccc2c(c1)OCCCO2 (centres undefined),102,-0.2
CCOC(=O)CSC1=C(C#N)C(c2ccc(Cl)cc2)C(C(=O)OC)C(=O)N1 (centres undefined),101,-0.2
O=C(CCCN1C(=O)S/C(=C/c2ccccc2)C1=S)N1CCOCC1,101,-0.2
CCc1c(C)nc2n(c1=O)C(CS(=O)(=O)c1ccc3ccccc3c1)CS2 (centres undefined),101,0
CCC(Oc1ccccc1)C(=O)Nc1nccs1 (centres undefined),102,0.1
O=C(N1CC(Oc2ccc(Cl)cc2)C1)N1CC(Oc2ccc(Cl)cc2)C1,107,0.5
COc1ccc(NC(=O)CN2C(=O)C3(SCC(=O)N3c3ccccc3)c3ccccc32)cc1Cl (centres undefined),105,0.1
Cc1oc(-c2ccccc2F)nc1CSCC(=O)NCc1ccccc1,110,0.6
CCCC(=O)Nc1cc(=O)n(C)c(=O)n1C,101,-0.2
O=C1CCCN1C(=O)CSc1nc(-c2ccccc2)c(-c2ccccc2)o1,101,-0.2
c1coc(CNc2nc(C34CC5CC(CC(C5)C3)C4)cs2)c1,91,-1.1
Cc1ccc(C)c(NC(=O)C2CCN(c3nn4c(=O)cc(C)nc4s3)CC2)c1,111,0.3
NC(=O)COC(=O)c1ccc(Br)o1,101,-0.3
CC1CCCN(S(=O)(=O)c2ccc3[nH]c(=O)cc(C(=O)NCCc4ccccc4)c3c2)C1 (centres undefined),102,0.4
COc1cccc(C(=O)Nc2ccc(-c3nc4ccc(C)cc4s3)cc2)c1OC,109,0.4
Cc1ccsc1CNn1cnnc1SCc1ccc(Cl)cc1,103,0.1
S=C(NC1CCCCC1)N(Cc1ccccc1)CC1CC=CCC1 (centres undefined),102,0.1
CS(=O)(=O)Nc1cc(-c2nnc(Nc3ccccc3)c3ccccc23)ccc1N1CCOCC1,103,0.5
O=C(CC(C(=O)N1CCc2ccccc21)n1ccnc1)NC1CCCC1 (centres undefined),101,0
COc1ccc(NC(C)C(=O)N2CCOCC2)c(OC)c1 (centres undefined),104,0.3
CC(=O)[C@@]1(O)CCC2C3C=C(Cl)C4=CC(=O)[C@@H]5CC5[C@]4(C)C3CC[C@@]21C (some centres undefined),99,0
S=C(NCCN1CCOCC1)Nc1ccccc1,106,1.1

# Sorted by number of heavy atoms (high to low): some entries from above
SMILES,PV pol inh,PV pol inh FP z-score
COc1cccc(C(=O)Nc2ccc(-c3nc4ccc(C)cc4s3)cc2)c1OC,109,0.4
COc1ccc(NC(C)C(=O)N2CCOCC2)c(OC)c1 (centres undefined),104,0.3
CCC(Oc1ccccc1)C(=O)Nc1nccs1 (centres undefined),102,0.1
CCCC(=O)Nc1cc(=O)n(C)c(=O)n1C,101,-0.2

# (listing goes on)
SMILES,PV pol inh,PV pol inh FP z-score
Cc1ccc(NC(=O)C(Cc2ccccc2)NS(=O)(=O)c2ccc3c(c2)CCC(=O)N3)cc1 (centres undefined),103,0
O=C(NCCN1C(=O)S/C(=C\c2ccc(F)cc2)C1=O)c1cc(F)c(F)c(F)c1F,101,0
CCOC(=O)Cc1csc(SC(C)C#N)n1 (centres undefined),102,-0.2
CCc1ccccc1Nc1cc(C(=O)NC2CCC(C)CC2)c2ccccc2n1 (centres undefined),110,0.4
COc1cc(C(=O)NCc2nc(-c3ccccc3C)no2)cc(OC)c1OC,106,1.9
COc1cc(NC(=O)C2CCCN(S(=O)(=O)c3ccc4c(c3)CCCC(=O)N4)C2)cc(OC)c1 (centres undefined),113,1.1
Cn1c(=O)c2c(SC/C(O)=C(\C#N)c3nc4ccccc4[nH]3)nc(C(C)(C)C)nc2n(C)c1=O,116,2.2
CC1CCN(C(=O)CSc2c3c(nc4ccccc24)CCCC3)CC1,101,-0.1
COC(=O)c1ccc(C2c3c(-c4ccccc4O)n[nH]c3C(=O)N2Cc2ccncc2)cc1 (centres undefined),104,-0.6
CCOC(=O)c1ccc2c(c1)N(Cc1cc(C)ccc1C)C(=O)c1ccccc1S2(=O)=O,113,1.2
COC(=O)c1c2c(c[n+](C)c1C)COC(C)OC2 (centres undefined),97,-1.5
COc1cc(OC)c(C(=O)OCC(=O)N(C)C2CCCCC2)cc1OC,106,0.4
C1=CC2c3ccccc3NC(c3ccncc3)C2C1 (centres undefined),105,0.2
CCc1ccc(NC(=O)Cn2c(=O)c3cccn3c3ccccc32)cc1,105,-0.3
Cn1c(=O)c2nc(SCC(=O)Nc3cc(Cl)cc(Cl)c3)n(C)c2n(C)c1=O,105,-0.5
COc1ccccc1CNC1CCCC1,104,0.6
CCOC(=O)c1nc(N)nc(Nc2ccccc2)n1,102,0.7

# These rows are one share of the data, so the mix of outcomes need not match the whole.
